Bioassay records as filed in PubChem BioAssay.
INS-1E GSIS act = GLuc luminescence reporter in INS-1E cells, primary screen for activators of glucose-dependent secretion of insulin; AID 743287, 2014; activation, % at 16.6 µM; INS-1E GLuc reporter insulin secretion, 2-3 h; hit rate 0.61% among 370,000;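 active means lowest replicate activation of at least 40%, so every replicate reaches that level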;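 further: 0% = median of neutral control wells and 100% = median of IBMX positive control wells; some compounds called inactive have numbers as strong as hits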
F508del corr = F508del CFTR correction, initial screen, CFBE line, single point | activity (quench increase), % at 7.58 µM | CFBE cells, YFP halide quenching; stimulated with forskolin plus potentiator P3; % fluorescence drop versus neutral controls | AID 720511, 2013 | hit rate 0.36% among 350,000;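 active means mean added fluorescence quench of at least 8% versus neutral control, with both replicates also reaching 8%; inconclusive means only one of the mean or replicate conditions met; inactive means mean below 8% and not both replicates reaching 8%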;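 further: cells transiently co-express mutant CFTR-F508del with the halide-sensitive YFP; corrector assay measuring rescue of mutant channel to the surface after 24 h compound exposure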
miR122 inh = miR-122 Renilla sensor signal increase in Huh7, primary screen, miR-122 inhibitor project, cell-based, single point, plate reader; Huh7 miR-122 Renilla luciferase sensor, 48 h; neutral wells = 0, positive control = 100; hit rate 0.3% among 340,000; AID 602342, 2012; activation (reporter increase), % at 12.5 µM;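 active means mean replicate activation score at least 90 and every replicate individually at or above 90; inconclusive means only one of the two criteria met; inactive means neither criterion met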;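 further: higher luciferase means less miR-122 activity so hits act as miR-122 inhibitors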
PGC1a acetyl inh = inhibitors of PGC1a acetylation signal, primary screen, cell-based, U2OS, AlphaScreen, inhibitor mode. hit rate 0.17% among 350,000. AID 651687, 2012. AlphaScreen anti-acetyl-lysine; with virally co-expressed GCN5 acetyltransferase. inhibition, % at 15.6 µM;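 active means every replicate shows inhibition of at least 40%; inconclusive means mean inhibition at least 40% but some replicate below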;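 further: 0% = neutral control wells and 100% = positive control wells; some results beyond the cut were filed as inactive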
PglD DTNB = C. jejuni PglD acetyltransferase inhibitors, primary screen, biochemical, DTNB colorimetric, single point; hit rate 0.098% among 360,000; inhibition, % at 12.5 µM; purified PglD enzyme, DTNB colorimetric CoA detection; AID 602405, 2012; in the data active means inhibition above about 16%, passing the limit was not always enough; inconclusive means no clear call, values can overlap the other calls; further: strong numbers were not always called active
C2C12 statin = suppressors of statin myotoxicity in C2C12 myotubes, primary screen, cell-based, single point, plate reader; C2C12 myotubes + simvastatin, ATP luminescence, 48 h; scaled: DMSO 0, geranylgeraniol control 100; rescue of ATP level, % at 7.49 µM; hit rate 0.78% among 330,000;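 active means mean ATP rescue above about 67%, or every replicate alone reaching that limit, limit read from the data, passing the limit was not always enough; inconclusive means no clear call, values can overlap the other calls; inactive means mean under the limit and some replicate under it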;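 further: myotubes were challenged with 10 µM simvastatin during compound exposure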
FN deposition inh = inhibitors of fibronectin matrix deposition, primary screen, AH1F cells, Alexa488-fibronectin fluorescence, plate reader; AH1F fibroblasts, overnight; inhibition, % at 12.6 µM; hit rate 0.086% among 350,000; AID 743247, 2014;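 active means mean inhibition across replicates of 30% or more, regardless of how many single replicates reach that level; inconclusive means mean under 30% yet at least half of replicates reach 30%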;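 further: positive control wells lacked labelled fibronectin entirely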
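Test system: AH1F fibroblast monolayer depositing Alexa488-labelled fibronectin into matrix. Input: 10000 cells per well. Technique: fluorescence, ex 485 nm, em 525 nm. Buffer or medium: DMEM plus 2% serum, read in PBS. Timing: 1 h cell adhesion before compound, then overnight fibronectin incubation. Compound: single dose, pinned. Read-out basis: inhibition from reduced deposited-fibronectin fluorescence.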
Cneo AK release = Cryptococcus neoformans cell lysis inducers, primary screen, AK release luminescence, single concentration; C. neoformans lysis, adenylate kinase release luminescence, 4 h; normalised: neutral wells 0, clomiphene wells 100; lysis activity, % at 15 µM; hit rate 0.2% among 360,000;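 active means mean lysis activity across replicates of at least 80%, whatever share of replicates individually reach that level; inactive means mean lysis activity below 80%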
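Material – Cryptococcus neoformans yeast cells · Quantity – 5 × 10^6 yeast cells/mL · Buffer or medium – YPD medium · Compound – single dose · Timing – 4 h static compound exposure, 37 °C, read 1 h post-reagent · Signal – adenylate kinase release luminescence · Read-out basis – lysis from increased AK signal · Benchmarks – Clomiphene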
The depositor's hits bear a star; ? = inconclusive; . = not tested or not shown; & = joins results of further samples; [ ] = remark or other dose. These rows are one share of the data (hit frequency here may not be typical).

SMILES	INS-1E GSIS act	F508del corr	miR122 inh	PGC1a acetyl inh	PglD DTNB	C2C12 statin	FN deposition inh	Cneo AK release
CN1CCC2(CC1)NC(=O)C1=C(CN(C)CC1)N2	.	.	3	7	-7	7	.	-5
Cn1c(O)c(C=Nc2ccc(Br)cc2)c(=O)n(C)c1=O	0	1.2	.	.	-1	2	-8	3
CC(C)(C)N(NC(=O)c1ccccc1)C(=O)c1ccccc1	.	.	0	7	-5	-1	.	2
CNC(=S)N1CCN(CCN=Cc2c(O)n(-c3ccc(C)cc3)c(=S)[nH]c2=O)CC1	5	-1.7	-2	8	2	2	1	-1
CC(C)=CCSc1nnc([C@@H](N)Cc2c[nH]c3ccccc23)o1	-24	.	-4	2	1	-4	4	-1
CCOC(=O)[C@]12Cc3cc(OC)ccc3[C@H]1N(Cc1ccccc1)C(=O)c1ccccc12	-6	1.9	0	-5	-6	9	0	-1
Cc1ccc2nc(N3CCC(C(=O)N4CCC5(CC4)OCCO5)CC3)sc2c1	.	.	-10	-7	-3	-4	.	-1
Cc1ccc(-n2c(O)c(/C=N/N3CCCCCC3)c(=O)[nH]c2=O)cc1C	-9	1.2	-1	0	-7	.	4	-1
CN1C(=O)c2ccccc2NC(=O)C1Cc1ccccc1 (centres undefined)	-2	-0.6	2	10	1	-14	.	4
COc1cc(C2NCc3ccccc3-n3cccc32)ccc1O (centres undefined)	.	.	0	-10	-1	-24	.	1
OC(CCNCCc1c[nH]c2ccccc12)C(F)(F)F (centres undefined)	-6	-1.9	-5	9	-3	7	14	0
COc1ccccc1N1CCN(Cc2ccccc2)CC1	8	2.2	-6	5	3	-1	9	1
O=C(O)[C@@H]1[C@@H](CO)[C@@H]2Cn3c(ccc(-c4ccncc4)c3=O)[C@H]1N2C(=O)C1CCC1	5	-0.1	1[16.7 µM]	.	3	3	.	-3
COc1ccc(-n2nnnc2C(c2ccccc2OC(F)(F)F)N2CCC3(CC2)C(=O)NCN3c2ccccc2)cc1 (centres undefined)	24	-1.5	1	3	-8	-1	-7	-10
COC(=O)[C@H]1[C@H](CO)[C@H]2Cn3c(ccc(-c4cncnc4)c3=O)[C@@H]1N2S(=O)(=O)c1ccccc1C	11	1.4	-7[16.7 µM]	.	0	7	.	40
O=C(O)C[C@@H]1CC[C@H]2NC[C@@H](O)COC[C@@H]2O1	-3	-5.1	2[16.7 µM]	1	0	18	3	2
CC12CC(=O)C3C(CCC4CC=CCC43C)C1CCC2=O (centres undefined)	-1	-3.6	-3	-1	.	-1	5	.
COC(=O)CCCNC(=O)CN1CC(c2ccccc2)CC1=O (centres undefined)	.	.	0	2	-2	13	.	0
c1cncc(C2Nc3cccc4cccc(c34)N2)c1	4	3.3	3	-2	3	6	-5	-1
O=C(Cc1ccccn1)N1CCCCN2[C@H](CO)[C@H](c3ccc(-c4ccc(F)cc4)cc3)[C@H]2C1	-7	5.3	4[16.7 µM]	5	-2	.	.	3
COc1ccc(-c2cc(-c3ccccc3)[n+](C)c(-c3ccccc3)c2)cc1	-31	1.0	.	-2	.	.	5	.
COC(=O)C1=C(c2ccc(OCc3ccccc3)c(F)c2)C[C@@H]2CC[C@H]1N2C	-3	5.4	-2	-9	3	-14	4	4
COc1cc2c(cc1OC)C1C(=O)c3ccc4c(c3OC1CO2)CC(C(C)C)O4 (centres undefined)	-13	-15	-17	24	-5	-92	-4	-24
CC1CCOC(=O)C=CC=CC(=O)OC2CC3OC4C5OC5(C)C(O)CC4(COC(=O)C1O)C2(C)C31CO1 (centres undefined)	.	-9.5	-10	77*	.	.	6	.
CC1CCN(CC(=O)c2ccc3c(c2)OCCO3)CC1	-34	-5.0	-2	2	0	1	-1	4
OCCCCO	-1	2.1	-6	-7	-1	2	.	2
c1ccc(P(c2ccccc2)c2ccccn2)cc1	7	-1.1	2	.	-1	8	0	2
CCOC(=O)C(C)(CC)NC(=O)CSP(=S)(OCC)OCC (centres undefined)	.	.	-5	1	1	27	-2	2
C[C@H]1CN([C@@H](C)CO)C(=O)CCCn2cc(nn2)CO[C@H]1CN(C)C(=O)Oc1ccc2ccccc2c1	6	0.4	-1[16.7 µM]	-5	3	5	2	-6
CC(=O)NCC1=C(c2cccc3ccccc23)C[C@@H]2CC[C@H]1N2Cc1ccco1	7	2.5	2	6	2	0	-11	-1
CCOc1ccc(-n2c(O)c(/C=C3\C=Nc4ccccc43)c(=O)[nH]c2=O)cc1	-8	-0.6	.	4	-6	0	5	6
COC(=O)C1=C(c2ccc(F)cc2OCc2ccccc2)C[C@@H]2CC[C@H]1N2C(=O)NCc1cccc(F)c1	-26	1.3	4	-24	-3	-7	-11	0
CCOP(=O)(OCC)OCC	4	3.3	1	0	3	3	.	-2
CCNCC1(c2ccc(OC)c(OC)c2)CCCC1	.	.	-2	-12	3	5	.	1
CCCNc1nc(OC)nc(N2CC3CC(C2)c2cccc(=O)n2C3)n1 (centres undefined)	-1	0.7	-1	2	4	13	9	1
COC(=O)[C@@H]1[C@@H](CO)[C@@H]2Cn3c(ccc(-c4ccc(F)cc4)c3=O)[C@H]1N2C(=O)c1ccccc1F	-2	1.5	2[16.7 µM]	-5	1	2	-3	-3
O=C(c1ccccc1)C1NC1c1ccccc1 (centres undefined)	2	1.2	2	-2	-1	-16	5	-1
CC1=[N+]([O-])C2(N)CCc3nonc3C2(O)C1 (centres undefined)	9	.	-10	1	-9	2	0	19
N#CC1c2ccccc2-n2nncc2CN1C(=O)c1ccccc1F (centres undefined)	3	1.5	0	2	0	2	-8	-1
Cc1cc(C(=O)Nc2ccc3c(c2)OCCO3)nn1C(C)(C)C	31	.	-3	-2	.	-5	2	.
CC(C)CC#Cc1ccc([C@@H]2[C@@H](CO)N3CCCCN(C(=O)Cc4ccccn4)C[C@@H]23)cc1	-16	0.6	-2[16.7 µM]	2	2	42	.	-3
O=C(O)c1cn(Cc2ccccc2)nc1-c1ccccc1	-16	0.0	1	-7	-3	-2	.	1
C=C[C@H]1CN2CC[C@H]1C[C@H]2[C@H](O)c1ccnc2ccccc12	6	-2.3	-5	-9	1	6	.	0
O=C(Nc1ccc2ccccc2c1)N1C[C@H]2C[C@@H](C1)c1cccc(=O)n1C2	-9	-1.5	.	2	.	.	1	.
COc1ccccc1-n1c(O)c(C=NCCN2CCNCC2)c(=O)[nH]c1=O	.	.	4	7	0	4	1	0
CC(=O)N1N=C2C3CCN(CC3)C2C1c1ccc(F)cc1 (centres undefined)	-5	0.8	-2	-8	.	.	2	.
Cc1cc(Cc2c(O)[nH]c(=S)[nH]c2=O)ccc1OC(C)C	7	1.3	-2	-3	5	4	-2	0
Nc1c(C(=O)NC2CCCC2)c2nc3ccccc3nc2n1CC1CCCO1 (centres undefined)	.	.	4	-27	-2	.	1	8

Part of the list above, set out differently.
SMILES,INS-1E GSIS act,F508del corr,miR122 inh,PGC1a acetyl inh,PglD DTNB,C2C12 statin,FN deposition inh,Cneo AK release
O=C(Nc1ccc2ccccc2c1)N1C[C@H]2C[C@@H](C1)c1cccc(=O)n1C2,-9,-1.5,.,2,.,.,1,.
O=C(O)c1cn(Cc2ccccc2)nc1-c1ccccc1,-16,0.0,1,-7,-3,-2,.,1

The list continues.
SMILES	INS-1E GSIS act	F508del corr	miR122 inh	PGC1a acetyl inh	PglD DTNB	C2C12 statin	FN deposition inh	Cneo AK release
C[n+]1c(-c2ccccc2)cc(-c2ccc(O)cc2)cc1-c1ccccc1	-3	0.9	-1	1	-5	.	-12	1
O=C(O)[C@@H]1[C@@H](CO)[C@@H]2Cn3c(ccc(-c4cccnc4)c3=O)[C@H]1N2C(=O)Nc1cc(F)ccc1F	-5	.	.	.	21	-4	5	4
CCOC(=O)c1c(C)n(C(C)C)c2ccc(OC)cc12	12	-0.4	2	-6	4	-25	2	1
O=C(c1cc2ccccn2n1)N1CCC2(CC1)OCCO2	5	.	-3	18	-4	.	.	3
CC(=O)N1CCC(N2CCCC(C(=O)c3cccc(Cl)c3)C2)CC1 (centres undefined)	5	-0.9	1	-8	-1	0	-5	-25
Cc1cc(OC(=O)N(C)C)n(-c2ccccc2)n1	18	-0.4	.	.	4	6	8	3
CC(C(N)=O)N1CC(c2ccccc2)CC1=O (centres undefined)	.	.	2	-4	3	.	.	-4
O=C(CN1CCCCC1)NCC(=O)Nc1ccc(Br)cc1C(=O)c1ccccc1	10	.	6	-3	0	.	.	2
c1ccc2c(CN3CCCCCCC3)c[nH]c2c1	.	.	-12	13	-5	9	.	1
Cc1cccc(C)c1-n1nnnc1C(c1ccccc1)N1CCC2(CC1)C(=O)NCN2c1ccccc1 (centres undefined)	-16	-12	13	-19	5	-36	-1	2
OC(c1ccc(F)cc1)C(c1ccccc1)N1CCOCC1 (centres undefined)	19	.	1	-14	-5	11	.	0
C[C@]12CC[C@H](OS(=O)(=O)O)CC1=CC[C@@H]1[C@@H]2CC[C@]2(C)C(=O)CC[C@@H]12	4&0	2.7&-0.5&2.6	-4&-4&-1	-5&9&12	-4&-5&-2	-2&1&5	4&0&-4	0&-1&1
CCC(C)N=Cc1c(O)n(-c2ccccc2)c(=O)[nH]c1=O (centres undefined)	3	.	-4	7	-5	-21	4	3
C[C@]12CC[C@H](O)CC1=CC(=O)C1C2CC[C@]2(C)C(=O)[C@H](O)CC12 (some centres undefined)	30	-1.2	3	-10	-2	-1	8	0
Cc1nc2ccccc2c(=O)n1-c1ccc(F)cc1F	-4	-0.7	.	10	.	.	4	.
CCOc1ccccc1OCC(=O)Nc1ccc(Cl)cc1C(=O)c1ccccc1	.	.	8	-3	10	.	6	-2
N[C@@H](CCl)C(=O)O	18	-5.2	-10	?	-1	8	-10	-1
O=[N+]([O-])/C=C1\NCCN1Cc1ccc(Cl)nc1	9&4	-0.8	1&-5	-1&2	-1	-2&-3	3&-18	-2
Cn1c(O)c(C=Nc2cccc(C(F)(F)F)c2)c(=O)n(C)c1=O	32	0.0	-2	.	-8	-2	-2	-1
CCc1nc2ccccc2c(=O)n1-c1ccc2ccccc2c1	.	.	1	1	-6	123*	0	1
COc1cc(C(CN)CC(=O)O)ccc1O (centres undefined)	17	-0.2	-3	3	-5	-11	-4	-2
CC(Cc1ccccc1)NCCC(=O)NC(C)Cc1ccccc1 (centres undefined)	-7	-1.2	.	-3	-10	-4	4	1
COc1ccc(C(=O)Nc2cccc(S(=O)(=O)NCc3ccco3)c2)cc1	.	0.4	?	-2	1	-8	.	-1
COc1ccc(-c2ccc([C@H]3[C@@H](CO)N4CCCCN(C(=O)Cc5ccccc5)C[C@@H]34)cc2)cc1	-11	-1.5	-6[16.7 µM]	-16	-2	.	.	4
COC(=O)C1=C(c2ccc(S(C)(=O)=O)cc2)C[C@@H]2CC[C@H]1N2C(=O)NCCCOC(C)C	-4	2.7	.	.	5	10	5	-3
